HCMV inh – inhibitors of human cytomegalovirus; hit rate 4.5% among 410,000; HFF cells, HCMV-luciferase reporter, 72 h; active compounds read low; activity change, negative = inhibition, % at 57.5 µM; in the data active means activity change below about -60%; inconclusive means no clear call, values can overlap the other calls; inactive means above about -39%
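After 16 h attachment at 37C, HFF cells received test compound and HCMV-luciferase (1 PFU/cell); reporter luminescence read 72 h later, data normalized against buffer-only and known inhibitor Salinomycin.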
AmpC detergent – AmpC beta-lactamase inhibition with detergent present | P00811 | AmpC hydrolysis of nitrocefin, absorbance 480 nm, 0.01% Triton | Potency, µM (titrated, usually from 114 µM), without a hit: at the highest dose activity change, negative = inhibition, actives largely listed as inhibitors | hit rate 0.041% among 370,000;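 further: potency means the concentration at half of the fitted maximal effect; 0% = no-compound wells and -100% = no-enzyme wells; nearly all actives have a fitted effect of over 25% in size; some results filed as inactive show a strong effect at the top dose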
Target sequence (P00811 whole entry, looked up): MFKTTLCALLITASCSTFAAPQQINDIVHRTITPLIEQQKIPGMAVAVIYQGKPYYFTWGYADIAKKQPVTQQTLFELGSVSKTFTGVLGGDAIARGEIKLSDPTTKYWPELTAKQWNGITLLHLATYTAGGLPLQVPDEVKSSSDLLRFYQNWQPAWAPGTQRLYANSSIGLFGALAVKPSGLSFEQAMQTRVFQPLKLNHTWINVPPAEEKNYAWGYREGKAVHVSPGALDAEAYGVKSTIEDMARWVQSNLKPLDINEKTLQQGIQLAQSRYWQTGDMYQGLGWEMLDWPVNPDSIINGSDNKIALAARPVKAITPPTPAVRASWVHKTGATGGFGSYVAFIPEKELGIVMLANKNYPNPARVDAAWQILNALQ
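20 mM phosphate pH 7.0 + 0.01% (detergent screen) or 0.0001% Triton X-100; 5.3 nM AmpC reagent; cpd preinc 15 min RT; nitrocefin (800 uM stock) to start; A480 q20 s × 4 min; Activity was normalised to no-enzyme and no-compound control wells.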
LmPK inh – LmPK (Leishmania mexicana) enzyme inhibition; hit rate 0.37% among 290,000; Potency, µM (highest dose often 57.5 µM), for inactives: at the highest dose activity change, negative = inhibition, most hits filed as inhibitors; purified LmPK, Kinase-Glo ATP luminescence, 1 h; Q27686; further: potency means the concentration at half of the fitted maximal effect
Target sequence (Q27686 whole entry, looked up): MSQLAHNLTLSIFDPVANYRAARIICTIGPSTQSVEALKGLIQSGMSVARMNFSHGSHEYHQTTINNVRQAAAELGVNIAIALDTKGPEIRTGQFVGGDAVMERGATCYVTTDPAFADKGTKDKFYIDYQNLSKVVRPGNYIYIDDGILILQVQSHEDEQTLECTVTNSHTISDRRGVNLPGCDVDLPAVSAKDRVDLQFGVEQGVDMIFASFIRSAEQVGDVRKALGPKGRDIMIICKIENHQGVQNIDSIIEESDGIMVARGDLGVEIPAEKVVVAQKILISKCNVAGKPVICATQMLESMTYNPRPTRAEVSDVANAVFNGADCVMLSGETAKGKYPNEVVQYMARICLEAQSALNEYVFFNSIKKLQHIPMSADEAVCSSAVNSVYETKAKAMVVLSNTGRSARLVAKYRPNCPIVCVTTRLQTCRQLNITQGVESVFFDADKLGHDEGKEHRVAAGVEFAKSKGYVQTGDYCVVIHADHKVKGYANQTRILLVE
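Pyruvate kinase activity monitored as ATP production (luciferase luminescence). Conditions: 0.1 nM enzyme, 0.5 mM PEP, 0.1 mM ADP, 1 h, RT; normalized against uninhibited and no-enzyme wells.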
AmpC inh no detg – blocks E. coli AmpC beta-lactamase in detergent-free assay; P00811; AmpC nitrocefin hydrolysis, absorbance 480 nm, 0.0001% Triton; Potency, µM (doses to about 57.1 µM), for inactives: top-dose activity change, negative = inhibition, most hits filed as inhibitors; AID 485341; hit rate 0.52% among 330,000;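 further: potency means the concentration at half of the fitted maximal effect; plate controls were no compound for no effect and no enzyme for full effect; nearly all actives have a fitted effect of over 20% in size; some results filed as inactive show a strong effect at the top dose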
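20 mM phosphate pH 7.0 + 0.01% (detergent screen) or 0.0001% Triton X-100; 5.3 nM AmpC reagent; cpd preinc 15 min RT; nitrocefin (800 uM stock) to start; A480 q20 s × 4 min; Activity was normalised to no-enzyme and no-compound control wells.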
AMA1-RON2 inh – disrupts binding of P. falciparum AMA1 to RON2; AlphaScreen AMA1-biotinylated RON2 peptide binding; Potency, µM (doses to about 58.2 µM), for inactives: top-dose activity change, negative = inhibition, hits mostly inhibitors; hit rate 0.2% among 360,000;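 further: potency means the concentration at half of the fitted maximal effect; 0% = vehicle wells and -100% = peptide control; nearly all actives have a fitted effect of over 45% in size; some results filed as inactive show a strong effect at the top dose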
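AMA1 (3D7) with his tag at 25 nM final met compounds first, then biotinylated RON2 peptide at 25 nM; detection used donor plus acceptor beads, 10 µg/mL apiece, read by AlphaScreen after 30 min at room temperature.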
Sm TGR inh – inhibitors of Schistosoma mansoni thioredoxin glutathione reductase; Q962Y6; purified TGR, DTNB reduction, TNB absorbance 405 nm; Potency, µM (series often up to 114 µM), without a hit: at the highest dose activity change, negative = inhibition, actives largely listed as inhibitors; hit rate 3% among 360,000; AID 485364; further: potency means the concentration at half of the fitted maximal effect; nearly all actives have a fitted effect of over 60% in size
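Kinetic colorimetric format: TGR-catalysed, NADPH-driven DTNB reduction monitored via TNB absorbance. Enzyme dispensed at 20 nM; compound exposure 15 min at room temperature before reaction start.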
TbPYK inhibitor – inhibitors of Trypanosoma brucei pyruvate kinase; TbPYK enzyme, Kinase-Glo Plus ATP luminescence, 45 min; Potency, µM (series often up to 76.8 µM), for the others: at the top dose activity, negative = inhibition, hits mostly inhibitors; hit rate 0.12% among 410,000; further: potency means the concentration at half of the fitted maximal effect; nearly all actives have a fitted effect of over 50% in size
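Enzyme and substrate buffer are dispensed first and compound is pin-transferred. ADP at 130 uM final then starts the reaction, which runs 45 min at room temperature. Detection reagent is added for 10 min before luminescence is imaged.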
Starred values were filed as active, the others as inactive; ? = inconclusive; . = not tested or not shown; & = joins results of further samples; [ ] = dose if it differs, or a comment. Unless noted, the call rests on the fitted dose curve; in most records, active means well fitted curve in the direction sought with a large enough effect; inconclusive means small, poorly fitted or top-dose-only effect, or another doubt; inactive means no such curve, though single readings can be large; an effect the other way counts as inactive or inconclusive. Unless noted, on the % scale 0 is the no-effect control and ±100 the full control effect.

nr	structure	HCMV inh	AmpC detergent	LmPK inh	AmpC inh no detg	AMA1-RON2 inh	Sm TGR inh	TbPYK inhibitor
1	O=C(OCc1cc(=O)n2nc(C3CC3)sc2n1)c1ccccc1Cl	-6	23%	.	.	.	0%	1%
2	COc1ccc(-c2cc(C(=O)N3CCCC(C(F)(F)F)C3)c3ccccc3n2)cc1 (stereo not given)	2	-5%	.	27%	2%	1%	-11%
3	Cc1ccc(-c2nnc(Nc3cccc(O)c3)c3ccccc23)cc1S(=O)(=O)NCCO	?	-11%	-6%	-35%	-6%	4%	0%
4	O=c1[nH]c(NCCO)nc2c1C1(CCCCC1)Cc1ccccc1-2	-30	?	5%	-26%	7%	-4%	-6%
5	Cc1cccc(N(C)C(=O)Cc2c(C(=O)O)[nH]c3ccccc23)c1	16	-7%	.	.	.	-5%	-1%
6	COc1cc(C2C3=C(CC(C)(C)CC3=O)OC(N)=C2[N+](=O)[O-])ccc1O (stereo not given)	-38	-4%	0%	-19%	-20%	?	0%
7	COc1ccc(-c2nc3c(n2O)CCc2c-3no[n+]2[O-])cc1	-68*	-2%	0%	-11%	2%	0%	1%
8	O=S1(=O)CC(N2CC=CC2)CN1Cc1cn(Cc2ccc(Cl)cc2)nn1 (stereo not given)	-34	.	.	.	2%	.	1%
9	Cc1nc(-c2cccs2)sc1C(=O)NN	-19	4%	-2%	-18%	68%[activator]	21%	5%
10	CCCOc1cccc(CN2CCCCC2c2cccnc2)c1 (stereo not given)	-37	-16%	16%	40%	-11%	-10%	-1%
11	Cc1ccc(CC(=O)Nc2c(C(=O)N3CCN(c4ccccc4F)CC3)oc3ccccc23)cc1	-21	31%[activator]	.	.	.	45µM*	0%
12	Cc1cc(C)c(S(=O)(=O)N2CCN(C(=O)C3CCCO3)CC2)c(C)c1 (stereo not given)	6	4%	.	-2%	0%	-21%	4%
13	CCc1ccccc1N(CC(=O)NC(C)C)C(=O)CCC(=O)Nc1nccs1	-8	1%	-3%	11%	-8%	-8%	1%
14	COc1ccc(C(=O)Oc2cc(C)[nH]c(=O)c2[N+](=O)[O-])c(OC)c1	-29	-7%	2%	-8%	-5%	-21%	-3%
15	Cc1ccc(OCC(=O)OCC(=O)NC2CCS(=O)(=O)C2)cc1C (stereo not given)	?	.	.	.	-2%	.	-1%
16	O=C(/C=C/c1cccs1)Nc1ccc(N2CCOCC2)c(S(=O)(=O)Nc2ccccc2Cl)c1	-78*	-11%	0%	?	7%	4%	-9%
17	Clc1ncccc1-c1nnn(-c2ccccc2)n1	105	8%	16µM*	-20%	11%	19%	-11%
18	CC(=O)SC(C[N+](=O)[O-])c1cn(C(C)=O)c2ccccc12 (stereo not given)	-106*	3%	10%	-19%	48%[activator]	4.5µM*	?
19	CCC(=O)Nc1ccc2c(c1)nc1n2CCN(CCOC)C1	48	-8%	5%	-25%	10%	?	-2%
20	Cc1ccc(Cn2ccnc2SCC(=O)NC2CCCC2)cc1	-15&-7	2%&-4%	-10%	44%	0%	-1%&3%	-1%&-11%
21	Cc1cccc(N2CCN(C(=O)/C=C/c3cccs3)CC2C)c1 (stereo not given)	?	-2%	-3%	13%	3%	-17%	-3%
22	C=CCN(Cc1ccc(OC)c(OC)c1)C(=O)c1cc2cc(F)ccc2[nH]1	75	-12%	4%	40%	-4%	2%	3%
23	CN1C(C(=O)NCc2ccc(OC(F)(F)F)cc2)CC2Cn3c(nc4cc(Cl)c(Cl)cc43)C21 (stereo not given)	-22	2%	6%	189%[activator]	10%	10%	-3%
24	COc1ccc2cc(C(=O)C3CCCN(Cc4ccccn4)C3)ccc2c1 (stereo not given)	?	3%	8%	70%[activator]	22%	7%	-1%
25	O=C(O)c1cccc(S(=O)(=O)Nc2cc(Cl)ccc2Cl)c1	-6	-5%	0%	-10%	-11%	2%	6%
26	O=C(CCCN1C(=O)c2ccccc2C1=O)NCCN1C(=O)S/C(=C\c2cccs2)C1=O	?	-9%	2%	-1%	-1%	1%	-8%
27	COc1ccccc1NC(=O)COC(=O)/C=C/c1ccc(OC)c(OC)c1	42	.	.	-6%	-3%[11.6 µM]	.	-1%
28	O=C(O)c1ccccc1C(=O)Nn1cnnc1	7	-11%	8%	-19%	-1%	5%	1%
29	Cc1cccc(N2CCN(C3=NC(=O)/C(=C\c4cn[nH]c4-c4ccccc4)S3)CC2)c1	-31	-7%	1%	-40%	-2%	-6%	-10%
30	Cc1nc(S(=O)(=O)N2CCN(c3ccc(Cl)cc3)CC2)cn1C	-1	12%	.	.	.	37%[activator]	0%

5 entries out of the list, ordered by number of heavy atoms, low to high.
nr	structure	HCMV inh	AmpC detergent	LmPK inh	AmpC inh no detg	AMA1-RON2 inh	Sm TGR inh	TbPYK inhibitor
17	Clc1ncccc1-c1nnn(-c2ccccc2)n1	105	8%	16µM*	-20%	11%	19%	-11%
7	COc1ccc(-c2nc3c(n2O)CCc2c-3no[n+]2[O-])cc1	-68*	-2%	0%	-11%	2%	0%	1%
5	Cc1cccc(N(C)C(=O)Cc2c(C(=O)O)[nH]c3ccccc23)c1	16	-7%	.	.	.	-5%	-1%
13	CCc1ccccc1N(CC(=O)NC(C)C)C(=O)CCC(=O)Nc1nccs1	-8	1%	-3%	11%	-8%	-8%	1%
26	O=C(CCCN1C(=O)c2ccccc2C1=O)NCCN1C(=O)S/C(=C\c2cccs2)C1=O	?	-9%	2%	-1%	-1%	1%	-8%

Next records
nr	structure	HCMV inh	AmpC detergent	LmPK inh	AmpC inh no detg	AMA1-RON2 inh	Sm TGR inh	TbPYK inhibitor
31	Cc1ccc(N2CC(C(=O)Nc3ncc([N+](=O)[O-])s3)CC2=O)cc1 (stereo not given)	-19	?	-5%	-20%	16%	-13%	-5%
32	Cn1cnnc1SCC(=O)NN(c1ccccc1)c1ccccc1	-21	6%	1%	-15%	-10%	9%	0%
33	Cc1cc(NC(=O)CCCn2nc([N+](=O)[O-])c(Cl)c2C)no1	4	1%	2%	-16%	8%	8%	-3%
34	CCN(CC)CCCn1c(=S)[nH]c2cc(Cl)ccc2c1=O	-9	?	0%	28µM*	-1%	-1%	0%
35	O=C(O)c1cccc(Oc2cccc(Cl)n2)c1	-22	-4%	4%	-7%	-6%	3%	-5%
36	Cc1ccc(CN(C)C2CCN(C)CC2)cc1	1	-6%	1%	-10%	5%	4%	3%
37	CCc1ccc(-c2csc3ncn(CC(=O)NCc4ccco4)c(=O)c23)cc1	-32	0%	4%	-15%	2%	-22%	-1%
38	N/C(=N\c1nc(CSc2ccc(Cl)cc2)cc(=O)[nH]1)Nc1ccccc1C(F)(F)F	-29	0%	0%	-41%	0%	.	-5%
39	S=c1[nH]nc(COc2ccccc2)n1/N=C/c1ccc(Cl)cc1Cl	-15	1%	-4%	-36%	100%[activator]	-2%	-12%
40	CCOC(=O)c1[nH]c2ccc(OC)cc2c1N=CN(C)C	27	5%	0%	-21%	16%	0%	-2%
41	CN(C)S(=O)(=O)c1cccc(NC(=S)N/N=C/c2cccc(O)c2)c1	-15	-2%	3%	-32%	66%[activator]	.	4%
42	c1ccc(-c2nnc3n2N=C(c2ccc4c(c2)OCO4)CS3)nc1	-27	-6%	-1%	-13%	-8%	17%[11.4 µM]	-3%
43	O=C(Nc1ccc(S(=O)(=O)Nc2nccc(C3Cc4ccccc4C(=O)O3)n2)cc1)c1ccccc1 (stereo not given)	-2	1%	-4%	-37%	8%	-11%	2%
44	COCCn1c(SCC(=O)Nc2cc(C)nn2-c2ccccc2)nnc1-c1ccncc1	-16	?	-3%	-11%	-9%	-6%	-11%
45	CCc1ccc2occ(CC(=O)Nc3nnc(C)s3)c2c1	14	16%	.	.	.	-1%	1%
46	Cc1cccc(OCCCCc2c(C)n[nH]c2C)c1	-36	-14%	7%	18%	-8%	0%	-1%
47	Cc1ccc(-c2csc3nc(SCC(=O)Nc4ccc(Cl)c(C(=O)O)c4)[nH]c(=O)c23)cc1	-4	-9%	2%	-45%	0%	-20%	-6%
48	COC(=O)CC1C(C(=O)OC)ON2OC(C(=O)OC)C(C(=O)OC)C12 (stereo not given)	35	?	-4%	-6%	-5%	0%	-6%
49	O=C(CCn1cnnn1)NC1CCCN(Cc2ccccc2F)C1 (stereo not given)	22	3%	6%	-10%	-9%	2%	0%
50	O=C(NCc1ccco1)c1cccc(S(=O)(=O)N2CCN(Cc3ccccc3)CC2)c1	-16	8%	.	-16%	3%	-3%	0%
51	Cc1cc(N2C(=O)C3CCCN3C2c2cccc(Cl)c2)no1 (stereo not given)	-8	2%	4%	-11%	-13%	-22%	5%
52	Cc1ccc(CNC(=O)CSc2ncn[nH]2)cc1	3	2%	-3%	-4%	2%	1%	-6%
53	O=C1c2[nH]nc(-c3ccccc3O)c2C(c2ccccc2F)N1Cc1ccncc1 (stereo not given)	23	20%	.	.	.	0%	-4%
54	COc1cccc(C(=O)COc2ccccc2N2C(=O)C3C4C=CC(C4)C3C2=O)c1 (stereo not given)	7	-11%	4%	-31%	-10%	-5%	1%
55	Cc1ccc(Nc2c([N+](=O)[O-])ccc3nonc23)cc1C	-3	6%	-3%	-25%	?	3%	1%
56	COc1ccc(CCNC(=O)c2cc(Cl)nc3ccccc23)cc1	0	8%	-11%	-10%	-3%	1%	1%
57	COc1ccc(Nc2nccc(OC)c2C#N)cc1	-27	-10%	-4%	-2%	0%	2%	0%
58	Cc1ccc(S(=O)(=O)N2CCN(C(=O)CSc3ccc(Cl)cc3)CC2)cc1	?	-10%	1%	11%	1%	-9%	8%
59	O=C(CCc1nnc(-c2ccccc2)o1)NCC1CCN(C2CCCC2)CC1	-6	1%	1%	-21%	10%	-8%	1%
60	Cc1ccc2cc(CN(Cc3cccs3)Cc3nnnn3CC3CCCO3)c(=O)[nH]c2c1C (stereo not given)	-13	?	2%	24%	6%	-2%	-16%
